High-throughput results: PubChem BioAssay, several laboratories
CHT PAM: allosterically activates the human high affinity choline transporter | B-score at 10 µM | AID 488977 | 310,000 tested, 0.49% active | CHT-expressing cells, membrane potential dye, choline EC20; hits give high values; LV-AA mutant CHT in HEK293 cells;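 active = initial fluorescence not abnormally high and integrated response B-score, plate-corrected, over 3 SD above library mean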
Target sequence (Q9GZV3 whole entry, looked up): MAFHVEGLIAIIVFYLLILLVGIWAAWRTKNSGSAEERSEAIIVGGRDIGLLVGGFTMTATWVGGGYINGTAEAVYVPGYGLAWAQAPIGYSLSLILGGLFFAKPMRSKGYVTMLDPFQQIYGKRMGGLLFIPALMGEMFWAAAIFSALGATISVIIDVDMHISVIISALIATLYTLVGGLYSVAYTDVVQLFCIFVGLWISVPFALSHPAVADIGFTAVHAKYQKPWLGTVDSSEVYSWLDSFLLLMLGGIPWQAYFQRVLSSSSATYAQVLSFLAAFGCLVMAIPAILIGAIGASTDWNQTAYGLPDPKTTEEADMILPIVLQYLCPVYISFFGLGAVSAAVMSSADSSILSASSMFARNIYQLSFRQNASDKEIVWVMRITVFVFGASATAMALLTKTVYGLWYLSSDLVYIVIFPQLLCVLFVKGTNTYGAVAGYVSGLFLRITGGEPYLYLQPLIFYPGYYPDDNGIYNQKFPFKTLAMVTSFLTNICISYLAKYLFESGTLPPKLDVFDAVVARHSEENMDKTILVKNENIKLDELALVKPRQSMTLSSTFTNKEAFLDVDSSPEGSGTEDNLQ
OX1R antag: blocks the human orexin 1 receptor; O43613; CHO/OX1R cells, Fluo-8 calcium fluorescence, orexin A; inhibition, % at 5 µM; 330,000 tested, 0.43% active;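 active = inhibition above its plate's threshold, mean inhibition of all tested compounds on the plate plus 3 SD, cut at about 37% in these data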;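 note: 0% = orexin A challenge wells and 100% = SB-334867-A antagonist wells; not every result past the cut was called active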
Target sequence (O43613 whole entry, looked up): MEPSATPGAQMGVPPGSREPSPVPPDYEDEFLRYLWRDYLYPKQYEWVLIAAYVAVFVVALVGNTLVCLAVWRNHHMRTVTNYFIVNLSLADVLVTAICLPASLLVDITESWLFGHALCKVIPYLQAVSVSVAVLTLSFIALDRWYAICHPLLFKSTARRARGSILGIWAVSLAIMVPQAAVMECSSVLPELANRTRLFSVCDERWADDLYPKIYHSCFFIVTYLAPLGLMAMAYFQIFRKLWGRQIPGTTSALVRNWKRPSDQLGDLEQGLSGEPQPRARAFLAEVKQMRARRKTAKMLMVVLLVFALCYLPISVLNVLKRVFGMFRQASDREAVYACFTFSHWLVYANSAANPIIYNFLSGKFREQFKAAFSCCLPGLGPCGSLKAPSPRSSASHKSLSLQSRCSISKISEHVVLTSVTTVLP
Starred values were filed as active, the others as inactive; i = inactive; nt = not tested or not shown.

SMILES | CHT PAM | OX1R antag
COc1ccc(NC(=O)c2ccc3c(c2)C(=O)N(CC2CCCO2)C3=O)cc1 (centres undefined) | i | -14
O=C(COC(=O)C1=NN(c2ccccc2)C(=O)CC1)Nc1nc(-c2ccc(F)cc2)cs1 | nt | -2
O=C(O)CN1C(=O)S/C(=C\c2cccnc2)C1=O | i | -8
Cc1noc(C)c1COc1ccccc1C(=O)N(C)CC(=O)Nc1ccc(Cl)c(Cl)c1 | i | -23
O=c1cc(Cl)c2ccccc2n1-c1ccccc1 | i | -21
CC(=O)N(C(C)=O)c1cccc2c(N(C(C)=O)C(C)=O)cccc12 | i | -6
Cc1cc(SCC(=O)NCCC2=CCCCC2)nc2ccccc12 | i | -28
CCCN1C(=O)c2cc(C(=O)NC3CCCCCC3)ccc2C1O (centres undefined) | i | -10
Cc1ccccc1CSc1nnc(C)c(=O)[nH]1 | i | -8
COc1ccc(Nc2nc(N3CCCCC3)nc(N3CCCCC3)n2)c(OC)c1 | i | 5
CC(C)=C1C2CCC1C1C(=O)N(c3nc(-c4ccc(C(C)C)cc4)c(C)s3)C(=O)C21 (centres undefined) | i | 9
Cc1ccc(Cl)cc1NC(=O)CC(O)(C(F)(F)F)C(F)(F)F | i | 24
COc1ccccc1C1CN(c2ccc(F)cc2F)N=C1c1cccs1 (centres undefined) | i | -50
C/C(=N\Nc1ccc([N+](=O)[O-])cc1[N+](=O)[O-])C(C)(C)C(C(=O)O)C(=O)O | i | -10
O=C(Nc1cc(C(F)(F)F)ccc1Cl)C(Sc1nnc(-c2cccs2)o1)c1ccccc1 (centres undefined) | i | -8
CC1CN(c2ncnc3c2cnn3-c2ccc(Cl)cc2)CC(C)O1 (centres undefined) | i | -14
CN(CCOc1ccccc1)C(=O)C1CCN(C(=O)c2ccc(F)cc2)CC1 | i | -18
O=C(N/N=C/c1ccc([N+](=O)[O-])o1)c1cc(-c2cccc(Br)c2)nc2ccccc12 | i | 7
CCNS(=O)(=O)c1ccc(Br)c(C(=O)OC(C)C(=O)NCC2CCCCC2)c1 (centres undefined) | nt | -28
C=CCn1c(SCC(=O)N2CCOCC2)nc2sc3c(c2c1=O)CCCC3 | i | -22

Of the compounds above, two contain two or more sulfur atoms.
SMILES | CHT PAM | OX1R antag
O=C(Nc1cc(C(F)(F)F)ccc1Cl)C(Sc1nnc(-c2cccs2)o1)c1ccccc1 (centres undefined) | i | -8
C=CCn1c(SCC(=O)N2CCOCC2)nc2sc3c(c2c1=O)CCCC3 | i | -22

Next part.
SMILES | CHT PAM | OX1R antag
CC1(C)Cc2c(sc3c2c(N)nc(=S)n3Cc2ccccc2)CO1 | i | 4
CN1/C(=C\C=C2/SC(=S)N(CC(=O)O)C2=O)C(C)(C)c2ccccc21 | i | 77*
Cc1ccc(-c2cccc(-c3cc(=O)oc4ccc(C(C)(C)C)cc34)c2)cc1 | nt | -45
CCCCn1c(=NC(=O)c2ccco2)c(C(=O)OCC)cc2c(=O)n3ccccc3nc21 | i | -13
CC1CCCN(C(=O)CCS(=O)(=O)c2ccc3c(c2)NC(=O)C(C)S3)C1 (centres undefined) | i | -22
O=C(Nc1ccc(Cl)cc1)ON=C1CCCC1 | i | -1
Cc1nn(Cc2ccc(C(=O)NN)cc2)c(C)c1Cl | i | -17
CCCSc1ccc([C@@H]2[C@@H]3C(=O)N(CC)C(=O)[C@@H]3[C@]3(C(=O)OC)CCCCN23)cc1OC | nt | -15
CC(=O)c1sc(NC(=O)c2cc(S(=O)(=O)N3CCOCC3)ccc2F)nc1C | nt | -7
O=C(N/C(=C/c1ccc(Cl)cc1)C(=O)N1CCCC1)c1ccccc1 | i | -4

Quoted at random: two compounds from above.
SMILES | CHT PAM | OX1R antag
CN1/C(=C\C=C2/SC(=S)N(CC(=O)O)C2=O)C(C)(C)c2ccccc21 | i | 77*
CCCSc1ccc([C@@H]2[C@@H]3C(=O)N(CC)C(=O)[C@@H]3[C@]3(C(=O)OC)CCCCN23)cc1OC | nt | -15

Additional compounds follow:
SMILES | CHT PAM | OX1R antag
Cc1cccc(C(=O)NC2CCN(C(=O)NCc3ccccc3)CC2)c1 | i | -4
CCOCCCn1c(SCC(=O)NCc2ccc3c(c2)OCO3)nc2ccccc2c1=O | i | -23
CS(=O)(=O)N1CCN(c2ccccc2NC(=O)c2ccc(-c3ccc(Cl)cc3Cl)o2)CC1 | i | -26
CCN1CC(CN(C)Cc2nc(COc3ccccc3)no2)CC1=O (centres undefined) | i | -19
COC(=O)c1ccc(C(=O)N(CCN(C)C)c2nc3c(Cl)cccc3s2)cc1 | i | -11
CN1C(=O)/C(=C/c2coc3ccc(O)cc3c2=O)SC1=S | i | -11
COc1ccc(CCN(C(=O)C(F)(F)F)C(C(=O)NC2CCCC2)c2cccs2)cc1 (centres undefined) | i | -46
CCn1nc(C(=O)N2CCN(Cc3ccc4c(c3)OCO4)CC2)c2ccccc2c1=O | i | -16
CN1CCN(C(=O)C23CC4CC(C2)CC(c2ccccc2)(C4)C3)CC1 | i | -32
CCOC(=O)[C@@H]1[C@H]2COc3ccccc3[C@@H]2N2C(=O)N(c3ccc(C)cc3)C(=O)[C@@]12C | nt | -29
Cc1[nH]c2ccccc2c1/C=N/NC(=S)NC(C)C | i | 4
Cc1ccc(S(=O)(=O)c2c[nH]c3ccc(C)cc3c2=O)cc1 | i | nt
CCOC(=O)c1c(CN2CCN(CCO)CC2)n(-c2ccccc2)c2cc(Br)c(O)cc12 | i | -14
O=C(NCC(=O)N1CCN(c2ccccc2O)CC1)c1ccco1 | i | 0
Cc1ccc(C)c(N(CC(=O)NC2CCCC2)C(=O)c2csnn2)c1 | i | -28
Cc1cc(C(=O)Nc2ccc3ccccc3c2)oc1C | i | -25
COc1ccc(/C=N/NC(=O)c2ccn[nH]2)cc1COc1ccc(Cl)cc1Cl | i | -14
COc1ccc(CNC(=O)CSc2nc3cccnc3s2)cc1 | i | -28
COc1cc(C2c3[nH]c4ccccc4c3CCN2Cc2cn(C)nc2C)ccc1F (centres undefined) | i | -43
COC(=O)Nc1ccc(=O)n(Cc2c(Cl)cccc2Cl)c1 | i | 4

No new results follow: an excerpt of the list.
SMILES | CHT PAM | OX1R antag
O=C(NCC(=O)N1CCN(c2ccccc2O)CC1)c1ccco1 | i | 0
Cc1ccc(C)c(N(CC(=O)NC2CCCC2)C(=O)c2csnn2)c1 | i | -28
Cc1cc(C(=O)Nc2ccc3ccccc3c2)oc1C | i | -25
COc1ccc(/C=N/NC(=O)c2ccn[nH]2)cc1COc1ccc(Cl)cc1Cl | i | -14
COc1ccc(CNC(=O)CSc2nc3cccnc3s2)cc1 | i | -28
COc1cc(C2c3[nH]c4ccccc4c3CCN2Cc2cn(C)nc2C)ccc1F (centres undefined) | i | -43
COC(=O)Nc1ccc(=O)n(Cc2c(Cl)cccc2Cl)c1 | i | 4

The list goes on:
SMILES | CHT PAM | OX1R antag
CC(=O)C1C(=O)CC(C)(O)C(C(C)=O)C1c1ccccc1 (centres undefined) | i | -5
CCOC(=O)C1(Cc2ccc(Cl)cc2)CCN(C(=O)C2=NNC(=O)CC2)CC1 | i | -16
COc1ccc(NC(=O)/C=C/c2c(Cl)nc3ccccn23)cc1 | i | 18
CCC(=O)NC(c1ccco1)c1cc(Cl)c2ccccc2c1O (centres undefined) | nt | 23
CC(O)Cn1c(=O)c2c(nc(Br)n2Cc2ccccc2)n(C)c1=O (centres undefined) | i | -22
COc1ccc(C(=O)OCCc2sc[n+](CC(=O)c3ccccc3)c2C)cc1 | i | -12
Cc1cc(C(F)F)n2nc(C(=O)Nc3cccc(S(=O)(=O)N4CCOCC4)c3)nc2n1 | i | 1
CN1C(=O)[C@H]2[C@@H](C3CC3)N3C(=O)CN(Cc4ccccn4)C(=O)[C@@]3(Cc3ccccc3)[C@H]2C1=O | i | -7
COc1ccc(-n2c(COc3ccc(C)cc3)nnc2SCc2ccc(C#N)cc2)cc1 | i | -4
OCCNc1nc(Nc2ccc(Br)cc2)nc2ccccc12 | i | -12
COc1cc(/C=C/C(=O)Nc2nnc(C(C)(C)C)s2)cc(OC)c1OC | i | -20
O=C(N/N=C/c1ccc([N+](=O)[O-])cc1)c1cc(C2CC2)nc2ccccc12 | i | -24
Cc1cc(C)nc(NC2=NCC(=O)N2c2ccccc2)n1 | i | -16
COc1cc(-c2cc(=O)c3c(O)c(OC)c(OC)c(O)c3o2)ccc1O | i | 1
O=C(Cn1nnc(-c2ccccc2NC(=O)c2ccccc2F)n1)NCc1ccco1 | i | -11
O=C(COC(=O)COc1ccccc1[N+](=O)[O-])Nc1ccc2c(c1)OCO2 | nt | -17
O=C(c1ccccc1)N1CCN(C(=O)C2CC2)CC1 | i | -10
CCN(CC)S(=O)(=O)c1cccc(-c2nnc(SCC(=O)c3cc(C)n(C4CC4)c3C)o2)c1 | i | -11
N#CC1C(C#N)N2CCCN2C1c1ccc(Cl)cc1 (centres undefined) | i | -16
Cc1nonc1C(=O)N/N=C/c1ccc(O)cc1 | i | -6
Cc1ccc(C)c(N2CCN(C(=O)CN3C(=O)c4ccccc4C3=O)CC2)c1 | i | 0
Cc1ccc(S(=O)(=O)N2CCOCC2)cc1NC(=O)CNCc1ccc(Cl)cc1Cl | nt | 20
CN1CCN(c2ccc([N+](=O)[O-])cc2C(=O)c2ccc(Cl)cc2)CC1 | i | -5
CCOC(=O)C1CCN(C(=O)C2CCN(S(=O)(=O)CC)CC2)CC1 | i | -13
CC(C)(C)c1cc(C(=O)N2CCc3ccccc32)ccn1 | i | -15
O=C(Nc1cccc(O)c1)N1CCOCC1 | i | -10
OC(CN1CCN(c2ccc(F)cc2)CC1)c1ccc(Cl)cc1 (centres undefined) | i | -40
COc1cc(CNCCO)ccc1OC1CCCC1 | i | -7
COc1ccc(Nc2nc(N3CCOCC3)nc(N3CCOCC3)n2)cc1Cl | i | -15
CCc1ccccc1NC(=O)NNC(=O)c1ccc2ccccc2c1O | i | -12
O=C(CSc1nnc(-c2cccs2)n1-c1ccccc1)NCC1CCCO1 (centres undefined) | i | 9
CCOCc1nnc(NC(=O)c2cc(OC)cc(OC)c2)s1 | i | -9
Cc1ccc(-c2nc(C#N)c(N3CCC(C)CC3)o2)cc1 | i | -11
Nc1cc(=O)nc(SCC(=O)N(C2CCCCC2)C2CCCCC2)n1-c1ccccc1 | i | -16
Cc1ccc(Nc2nc3ccccc3o2)cc1F | i | -24
C=C1C(=O)O[C@@H]2C[C@@H](C)[C@@H]3C=CC(=O)[C@@]3(C)[C@@H](OC(C)=O)[C@H]12 | i | -1
O=C(NC1CCCC1)c1cc(-c2ccccc2)nc2ccccc12 | i | -34
COc1ccc(N2CSC3=C(C#N)C(c4cc(OC)c(OC)cc4OC)CC(=O)N3C2)c(OC)c1 (centres undefined) | i | -18
C[C@@H](NC(=O)c1nc[nH]c1C(=O)NCC(=O)OCc1ccccc1)c1ccccc1 | i | -43
Nc1cc(N)nc(SCc2cccnc2)n1 | i | -17

3 compounds from above, ordered by SMILES length, rising:
SMILES | CHT PAM | OX1R antag
Nc1cc(N)nc(SCc2cccnc2)n1 | i | -17
O=C(CSc1nnc(-c2cccs2)n1-c1ccccc1)NCC1CCCO1 (centres undefined) | i | 9
C=C1C(=O)O[C@@H]2C[C@@H](C)[C@@H]3C=CC(=O)[C@@]3(C)[C@@H](OC(C)=O)[C@H]12 | i | -1

Additional results:
SMILES | CHT PAM | OX1R antag
O=C(Nc1ccc2oc(=O)ccc2c1)c1cc2ccccc2o1 | i | -10
COc1ccccc1CNC(=O)C(=O)NCC1OCCCN1S(=O)(=O)c1ccc(F)cc1C (centres undefined) | i | -14
Cc1ccsc1/C=N/N=C1\C(=O)Nc2ccccc21 | i | 32
Nc1nc(-c2cc(-c3ccccc3)no2)cs1 | i | -14
CCn1c(SCCC(=O)O)nnc1-c1cccnc1 | i | 3
Cc1ccc(C(=O)CNc2ccc(C)cc2C)cc1 | i | -13
O=C(CSc1ncn[nH]1)N/N=C/c1ccc(Br)cc1 | i | 2
COc1ccc(C(C#N)Nc2ccc(C)cc2)cc1 (centres undefined) | i | -4
CCOC(=O)C[C@H]1c2ccc(C(F)(F)F)cc2S(=O)(=O)N1c1ccccc1 | i | -21
Fc1ccc(-n2cc(-c3ccccc3)c3c(NN4CCOCC4)ncnc32)cc1 | i | -31
COc1ccc2c(c1)OC[C@H]1[C@H]2N2C(=O)c3cc(Br)ccc3NC(=O)[C@@]2(C)[C@H]1c1ccccc1 | i | -12
O=C(/C=C\Nc1cccc(F)c1)c1cccs1 | i | -25
CC(C)C(c1nnnn1C1CCCC1)N1CCN(C(=O)c2ccco2)CC1 (centres undefined) | i | -31
Cn1c(=O)oc2cc(S(=O)(=O)NC3CCCCCCC3)ccc21 | i | -9
Cc1cccc(N(C)c2ccc3cc(S(=O)(=O)N4CCCC4)ccc3n2)c1 | i | -46
COc1ccc(CNC(=O)[C@@H]2CC=C[C@@H]3CCN(Cc4ccc(Cl)c(Cl)c4)C(=O)[C@@H]32)cc1 | i | -12
CCOC(=O)Cc1csc(NC(=O)c2c(C)noc2C)n1 | i | -27
Cc1cccc(C)c1OCC(=O)N(Cc1cccs1)C1CCS(=O)(=O)C1 (centres undefined) | i | -31
CCOC(=O)c1nnn(-c2nonc2N)c1CN(CC)c1ccccc1 | i | -17
O=C(c1ccccc1[N+](=O)[O-])N1CCN(c2ccc(N3CCOCC3)nn2)CC1 | i | 2
CCOCCCN(CCC#N)S(=O)(=O)c1ccc(S(=O)(=O)N2CCCC2)cc1 | i | -32
CC1=C(C(=O)N2CCOCC2)C(c2cccc(C)c2)NC(=S)N1 (centres undefined) | i | -7
CCc1ccc2[nH]c(O)c(N=Nc3nc(-c4ccccc4)cs3)c2c1 | i | -16
O=c1c2ccccc2c(/C=N/c2ncn[nH]2)c(O)n1Cc1ccccc1 | i | -8
CC(=O)c1ccc(N2C(=O)NC3(CCCCC3)C2=O)cc1 | i | -4
